# Screens: PubChem BioAssay, National Center for Advancing Translational Sciences (NCATS)
# GLS inh – qHTS for Inhibitors of Glutaminase (GLS); hit rate 0.21% among 410,000; Potency, µM (series often up to 45.5 µM), for inactives: at the highest dose activity change, negative = inhibition, usual class: inhibitors; GLS enzymatic activity, qHTS titration; active = well fitted inhibition curve with a large enough effect; inconclusive = small, poorly fitted or top-dose-only effect, or another doubt; inactive = no such curve, though single readings can be large or run the other way; also: potency is read from the fitted curve at half-maximal effect
# Target sequence (O94925 whole entry, looked up): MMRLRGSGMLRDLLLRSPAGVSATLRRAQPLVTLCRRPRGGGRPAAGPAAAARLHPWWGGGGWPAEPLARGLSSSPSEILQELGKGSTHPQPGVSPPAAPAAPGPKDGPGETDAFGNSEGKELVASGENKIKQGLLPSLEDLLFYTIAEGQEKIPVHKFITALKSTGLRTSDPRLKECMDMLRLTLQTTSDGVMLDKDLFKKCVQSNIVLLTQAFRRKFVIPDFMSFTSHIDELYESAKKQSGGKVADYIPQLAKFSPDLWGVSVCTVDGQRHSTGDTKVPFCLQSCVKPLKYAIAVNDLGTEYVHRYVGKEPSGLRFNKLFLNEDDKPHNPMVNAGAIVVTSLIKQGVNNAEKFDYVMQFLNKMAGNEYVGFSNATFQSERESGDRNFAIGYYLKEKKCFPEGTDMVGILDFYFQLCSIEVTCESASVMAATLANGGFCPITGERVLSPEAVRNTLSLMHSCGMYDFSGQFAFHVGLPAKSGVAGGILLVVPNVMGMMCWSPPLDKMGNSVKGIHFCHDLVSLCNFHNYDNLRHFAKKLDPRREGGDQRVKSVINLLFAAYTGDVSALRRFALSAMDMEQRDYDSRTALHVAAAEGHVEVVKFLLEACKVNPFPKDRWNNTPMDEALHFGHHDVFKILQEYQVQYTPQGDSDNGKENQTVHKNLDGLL
#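 Read-out is an Amplex red fluorescence increase coupled through glutamate oxidase and HRP, measured before and after 30 min room-temperature incubation. hKGA is in 45 mM KH2PO4 (pH 8.2) with 0.02% Tween-20; glutamine added as 1mM solution.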
# PI4K2A block – qHTS for small molecular inhibitors of PI4K2A; hit rate 0.13% among 420,000; Phosphatidylinositol 4-kinase type 2-alpha (Homo sapiens), Q9BTU6; AID 1346378, 2018; activity change, negative = inhibition, % at 76.9 µM; purified PI4K2A, ADP-Glo luminescence, 1 h; active compounds read low; in the data active = activity change below about -50%; inconclusive = mostly about -30% to -49%;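 also: -100% = wells without enzyme as full effect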
# Target sequence (Q9BTU6 whole entry, looked up): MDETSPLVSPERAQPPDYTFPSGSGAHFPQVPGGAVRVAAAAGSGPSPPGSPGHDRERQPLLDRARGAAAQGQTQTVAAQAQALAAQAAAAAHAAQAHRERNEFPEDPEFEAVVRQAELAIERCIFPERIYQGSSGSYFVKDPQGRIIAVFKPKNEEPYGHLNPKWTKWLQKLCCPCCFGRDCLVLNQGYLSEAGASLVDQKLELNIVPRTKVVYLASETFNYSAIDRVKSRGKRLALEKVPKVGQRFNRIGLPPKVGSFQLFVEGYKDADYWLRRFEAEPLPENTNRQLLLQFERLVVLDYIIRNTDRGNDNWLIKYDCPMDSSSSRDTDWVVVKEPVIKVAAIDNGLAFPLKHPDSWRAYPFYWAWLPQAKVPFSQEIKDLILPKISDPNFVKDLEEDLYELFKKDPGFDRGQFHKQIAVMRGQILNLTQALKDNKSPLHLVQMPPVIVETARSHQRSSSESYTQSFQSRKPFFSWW
#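 PI4K2A activity was measured by ADP-Glo luminescence: enzyme (4 ug/mL stock) and phosphatidylinositol (1.2 mM stock) in Tris pH 7.5/MgCl2/EGTA/Triton X-100 buffer were reacted with ATP (300 microM stock) for one hour at ambient temperature.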
# The depositor's hits bear a star; ? = inconclusive. Unless noted, % is scaled to controls: 0 for no effect and ±100 for the full control effect. A portion of the library. The share of hits here may be higher or lower than overall.
# Second line of a record – GLS inh | PI4K2A block
- CCOc1ccc(CCN2C(=S)N([C@@H](CC(C)C)CN3CCC[C@@H]3CN3C(=S)NC[C@@H]3Cc3ccc(O)cc3)C[C@@H]2Cc2ccc(O)cc2)cc1
  7% | -3
- COc1ccccc1Cc1c(C2CCCCC2)nc2ccc(C)cn12
  -6% | 1
- CCC(c1nc2ccccc2[nH]1)N(C(=O)Cc1cc(OC)cc(OC)c1)c1ccc(N2CCOCC2)cc1 (stereo not drawn)
  9% | 0
- CCOC(=O)C1(C)CCN1C(=O)c1ccccc1 (stereo not drawn)
  7% | 5
- CN(C)CCNc1ncnc2c1ncn2[C@H]1CN(Cc2ccco2)C[C@@H](CO)O1
  10% | -2
- O=C(c1cccc(-c2cncc3nccn23)c1)N1CCOCC1
  -5% | -3
- O=C(c1ccccc1)N(CCCn1ccnc1)C(c1ccccc1)c1nc2ccccc2[nH]1 (stereo not drawn)
  -1% | 0
- CC1(C(=O)Nc2cnc3ccccc3c2)CCN1Cc1ccc(-c2ccccc2)o1 (stereo not drawn)
  -15% | -6
- CC(=O)c1ccc(OC2(C)CCN(Cc3ccc(C)cc3)C2)cc1 (stereo not drawn)
  4% | -1
- CC1(C(=O)Nc2ccc3c(c2)OCCO3)CCC(=O)N1CC(F)(F)F (stereo not drawn)
  -10% | -1

# In another format: entries from further up.
SMILES | GLS inh | PI4K2A block
CCOc1ccc(CCN2C(=S)N([C@@H](CC(C)C)CN3CCC[C@@H]3CN3C(=S)NC[C@@H]3Cc3ccc(O)cc3)C[C@@H]2Cc2ccc(O)cc2)cc1 | 7% | -3
COc1ccccc1Cc1c(C2CCCCC2)nc2ccc(C)cn12 | -6% | 1
CCC(c1nc2ccccc2[nH]1)N(C(=O)Cc1cc(OC)cc(OC)c1)c1ccc(N2CCOCC2)cc1 (stereo not drawn) | 9% | 0
CCOC(=O)C1(C)CCN1C(=O)c1ccccc1 (stereo not drawn) | 7% | 5
CN(C)CCNc1ncnc2c1ncn2[C@H]1CN(Cc2ccco2)C[C@@H](CO)O1 | 10% | -2
O=C(c1cccc(-c2cncc3nccn23)c1)N1CCOCC1 | -5% | -3
O=C(c1ccccc1)N(CCCn1ccnc1)C(c1ccccc1)c1nc2ccccc2[nH]1 (stereo not drawn) | -1% | 0

# Carrying on:
# Second line of a record – GLS inh | PI4K2A block
- CC(C)c1ccc(NC(=O)Nc2nnc([C@@H]3C[C@H](O)[C@@H](CO)O3)s2)cc1
  -11% | 5
- Cc1cccc(S(=O)(=O)NC(=O)C2(C)CCN2C(=O)C2(c3ccc(Cl)cc3)CCC2)c1 (stereo not drawn)
  15% | -6
- O=S1(=O)CC(N2CCC(Cc3ccccc3)CC2)CN1CCc1ccccc1 (stereo not drawn)
  6% | 1
- COc1ccc(C(C)(O)c2nc(-c3cc(F)cc(F)c3)cs2)cc1 (stereo not drawn)
  -4% | 0
- CCCC(=O)N1CCOCC1c1cc(C(=O)NCc2ccccc2)no1 (stereo not drawn)
  3% | 0
- Cc1cc(C)c2c(CN3CCN(c4ccccc4F)CC3)cc(=O)oc2c1
  6% | -4
- COc1ncccc1-c1cnc2cccnn12
  1% | -2
- COCCNC(=O)C1(C)CCCN(Cc2ccc(Cl)c(Cl)c2)C1 (stereo not drawn)
  3% | 3
- CC(=O)NC(C)(c1ccccc1)c1nc(-c2cc(F)cc(F)c2)cs1 (stereo not drawn)
  4% | -6
- CCOC(=O)C1=CCN(S(=O)(=O)c2cccc(Cl)c2)C1c1cccc(F)c1 (stereo not drawn)
  5% | 0

# Shown bar-delimited: 2 of the compounds above
mol | GLS inh | PI4K2A block
CC(=O)NC(C)(c1ccccc1)c1nc(-c2cc(F)cc(F)c2)cs1 (stereo not drawn) | 4% | -6
CCOC(=O)C1=CCN(S(=O)(=O)c2cccc(Cl)c2)C1c1cccc(F)c1 (stereo not drawn) | 5% | 0

# Additional structures.
# Second line of a record – GLS inh | PI4K2A block
- CCOC(=O)C1=CCC(c2cccc3ccccc23)N(S(=O)(=O)c2ccc(C)cc2)C1 (stereo not drawn)
  10% | 3
- CCc1ccc(C(O)c2ncc(-c3cccc4ccccc34)[nH]2)cc1 (stereo not drawn)
  1% | 1
- CCC[C@@H]1C=C(C(=O)OCC)[C@H](c2ccccc2)N1S(=O)(=O)c1ccc(C)cc1
  7% | 2
- CC1(C(=O)Nc2cccc(C(F)(F)F)c2)Cc2c(-c3ccc4c(c3)OCO4)ccnc2O1 (stereo not drawn)
  2% | 2
- COc1ccc(S(=O)(=O)n2c(N)nc3ccccc32)cc1
  4% | 2
- O=C(Cn1cc(COc2ccc(-n3cccc3)cc2)nn1)NS(=O)(=O)c1ccccc1C(F)(F)F
  22% | -19
- O=C(/C=C/[C@H]1O[C@@H](n2cnc3c(NC(=O)c4ccccc4)ncnc32)[C@H](O)[C@@H]1O)NCc1ccc2c(c1)OCO2
  0% | -3
- CCCCC[C@@H](C)N1C[C@@H](COCc2ccccc2)Oc2cc(N3CCC[C@H]3COC)ccc2S1(=O)=O
  -4% | 0
- CC(C)Nc1nc(NCCOc2ccccc2)c2sccc2n1
  -11% | 5
- COc1ccccc1-c1csc(C(O)c2ccccc2)n1 (stereo not drawn)
  -5% | -2
- COc1ccc(-c2ccc(N3C(c4ccsc4)=Cc4ccc(F)cc4C3c3c[nH]c4ccccc34)cc2)cc1 (stereo not drawn)
  -6% | 0
- COC(=O)[C@]12CCCCC=C1N(Cc1ccccc1)C(=O)[C@H](CC(=O)NCCCN1CCCC1=O)C2
  13% | 2
- CN(CCc1ccccc1)C(CCc1ccccc1)C(=O)Nc1ccc2c(c1)OCCO2 (stereo not drawn)
  -10% | -3
- CCc1nc2ccc(C(=O)N3CCN(C(C)=O)CC3)cn2c1N(C)C(=O)c1cccc(OC)c1
  6% | -6
- CCCCc1c(-c2ccccc2OC)ncn1CCc1ccc(OC)cc1
  3% | 5
- CC1(C(=O)Nc2ccc3ccccc3c2)CCC(=O)N1C1CC1 (stereo not drawn)
  6% | -1
- CC1(Cc2ccc3ccccc3n2)C(=O)Nc2ccc(OC(F)(F)F)cc21 (stereo not drawn)
  12% | -4
- Cc1c(-c2ccc(O)cc2)n(Cc2ccc(OCCN3CCCCCC3)cc2)c2ccc(O)cc12
  0% | -2
- OC(c1ccccc1)(c1nc(-c2ccc3ccccc3c2)cs1)C(F)(F)F (stereo not drawn)
  10% | -2
- CCOC(=O)C1=CCC(c2cccc(C)c2)N(S(=O)(=O)c2ccc(C)cc2)C1 (stereo not drawn)
  -5% | 2
- COCCNC(=O)C1CCCN(Cc2ccccc2Cl)CC1 (stereo not drawn)
  16% | 2
- CC1(C(=O)NS(=O)(=O)c2ccc(Cl)cc2)CCN1C(=O)Cc1ccc(Cl)cc1Cl (stereo not drawn)
  16% | 0
- CCOC(=O)C1=CCN(S(=O)(=O)c2ccc(C)cc2)C1c1ccc(C)cc1 (stereo not drawn)
  -2% | 8
- CCc1nc2ccc(C(=O)N(CC)CCN(C)C)cn2c1N(C)Cc1cccs1
  25% | 1
- CS(=O)(=O)c1cccc(-c2ccc3nncn3c2)c1
  2% | -1
- Nc1nc2cc(Cl)ccc2n1N
  19% | 4
- Cc1cc(Cl)ccc1C(O)c1ncc(-c2ccccc2Cl)[nH]1 (stereo not drawn)
  1% | -1
- CC1(C(=O)NCc2ccc(F)c(F)c2)Cc2c(-c3ccccc3)ccnc2O1 (stereo not drawn)
  14% | 4
- CC(C)n1nnnc1C1c2ccccc2C(=O)N1CCCN1CCOCC1 (stereo not drawn)
  4% | 2
- COc1ccccc1CNc1nc(NCCNC(C)=O)c2sccc2n1
  -6% | 2
- COc1cccc(-c2cnc(C(O)c3ccccc3OC)[nH]2)c1 (stereo not drawn)
  7% | 3
- COc1ccc(CN2C(=O)CCC2(C)c2nnnn2Cc2ccccc2)cc1OC (stereo not drawn)
  3% | -7
- COc1cc(CCN(C(C)=O)C2C(=O)Nc3ccccc3N=C2c2ccc3c(c2)OCO3)cc(OC)c1 (stereo not drawn)
  9% | 1
- COc1ccc(CC(N)c2csc(NC(=O)c3cccs3)n2)cc1 (stereo not drawn)
  ? | 4
- CC1(C(=O)NCc2ccccc2Br)CCN1Cc1ccccc1OC(F)F (stereo not drawn)
  9% | 3
- O=C(c1ccc(C(F)(F)F)cc1)N1CCC(=O)N([C@H](COCc2ccccc2)Cc2ccccc2)CC1
  -1% | -2
- Nc1nc(=O)n(C2CC(O)C(CO)O2)cc1Cl (stereo not drawn)
  -1% | 2
- CC(O)(c1ccccc1)c1nc(-c2ccncc2)cs1 (stereo not drawn)
  9% | -6
- COc1cc(OC)nc(Nc2nc(C(N)COCc3ccccc3)cs2)n1 (stereo not drawn)
  -8% | -1
- COc1ccc(NC(=O)C2Cc3c(-c4ccc(NC(C)=O)cc4)ccnc3O2)cc1OC (stereo not drawn)
  1% | 2
- Cc1cccc(C)c1-n1nnnc1C(c1ccnc2ccccc12)N(C)Cc1ccccc1 (stereo not drawn)
  1% | -1
- Nc1nc2c(ncn2[C@@H]2O[C@H](CNS(=O)(=O)C3CC3)[C@@H](O)[C@H]2O)c(=O)[nH]1
  11% | -1
- CC(C)c1ccc(CC(=O)N2CCC2(C)C(=O)NS(=O)(=O)c2ccc(Cl)s2)cc1 (stereo not drawn)
  -3% | -1
- Nc1c[n+](N2CCOCC2)no1
  -11% | 1
- COc1cc(C)ccc1S(=O)(=O)NC(=O)C1(C)CCN1C(=O)C1(c2ccc(Cl)cc2)CCC1 (stereo not drawn)
  6% | -4
- O=S1(=O)C=C[C@@H](CO)N1Cc1ccc(Br)cc1
  -3% | -2
- COc1ccccc1Cc1c(C(C)(C)C)nc2cc(C)c(Br)c(C)n12
  1% | 1
- CC1=C(C(=O)N(C(C)C)C(C)C)CC(CC(=O)NCCN2CCOCC2)C(=O)N1Cc1ccc(C(C)(C)C)cc1 (stereo not drawn)
  -9% | 0
- COCCNC(=O)C1(C)CCCN(Cc2ccc(-n3ccnc3)cc2)C1 (stereo not drawn)
  -2% | 1
- CCCNC(=O)C1(C)CCN(C(=O)COc2ccc(Cl)cc2Cl)C1 (stereo not drawn)
  17% | -4

# Later entries.
# Second line of a record – GLS inh | PI4K2A block
- Cn1nc(C(C)(C)C)cc1C(=O)N1CCCCC1c1cc(C(=O)Nc2ccc(F)c(Cl)c2)no1 (stereo not drawn)
  5% | -1
- CC(C)CCN1C(=O)c2ccccc2C1c1nnnn1Cc1ccccc1 (stereo not drawn)
  4% | 4
- CN[C@H]1C[C@H]2c3cc(Oc4ccccc4C)ccc3CCN2C(=O)[C@H]1[C@H](C)O
  -3% | -2
- CC1=C(C(=O)N(C(C)C)C(C)C)CC(CC(=O)NC2CC2)C(=O)N1Cc1ccccc1 (stereo not drawn)
  -4% | -1
- CC1(C(=O)Nc2ccccc2Br)CCN1C(=O)Cc1ccccc1Cl (stereo not drawn)
  -3% | -1
- CCC(c1nnnn1C(C)(C)C)N1CCN(C/C=C/c2ccccc2)CC1 (stereo not drawn)
  20% | 2
- CN1CCN(C(=O)c2cccc(-c3cnc4cnc(-c5ccccc5Oc5ccccc5)cn34)c2)CC1
  2% | -3
- O=C(NCC1CCCCC1)c1ccc2nc([C@@H]3O[C@H](CO)[C@H](O)[C@H](O)[C@H]3O)[nH]c2c1
  0% | -3
- Cc1ccc(C(O)c2ncc(-c3ccc4ccccc4c3)[nH]2)c(C)c1 (stereo not drawn)
  -1% | -1
- COc1ccc2c(c1)C(C)(Cc1ccc(C(=O)c3ccccc3)cc1)C(=O)N2 (stereo not drawn)
  2% | -2
- O=C(Nc1nnc([C@@H]2C[C@H](O)[C@@H](CO)O2)s1)c1cccc(Cl)c1
  -1% | 5
- COc1ccccc1CNC(=O)Nc1nnc([C@H]2C[C@H](O)[C@@H](CO)O2)s1
  2% | -5
- Cc1ccc(S(=O)(=O)N2CCC(=O)N([C@H](COCc3ccccc3)C(C)C)CC2)cc1
  1% | -4
- CCCNC(=O)c1cc(C2CCCN(C(=O)C3CC3)C2)on1 (stereo not drawn)
  -1% | -1
- OC[C@@H]1CN(Cc2ccc(Cl)cc2)C[C@H](n2cnc3c(N4CCOCC4)ncnc32)O1
  -4% | 3
- CCOC(=O)C1CCCN(C(=O)c2cccc3ccccc23)CC1 (stereo not drawn)
  3% | -3
- Cc1cccc(C)c1-n1nnnc1C1(C)CCC(=O)N1CC(F)(F)F (stereo not drawn)
  3% | 5
- CCc1nc2c(OCC(N)=O)cccn2c1N(C)C(=O)c1cccs1
  0% | -6
- C[C@@H]1CC2=C(C(=O)OC(C)(C)O2)[C@H](c2ccc(Cl)cc2)O1
  5% | 9
- CC(C)(C)n1nnnc1C(c1cc2ccccc2o1)N1CCCCC1 (stereo not drawn)
  4% | 2
- CC(=O)Oc1ccccc1Cn1c(C)c(C(=O)NCc2ccc(F)cc2)sc1=O
  -5% | -6
- Cc1ccc(C(O)c2ncc(-c3ccc(F)cc3)[nH]2)c(C)c1 (stereo not drawn)
  2% | -1
- O=C1NC[C@@H](CCCCN2CCN(CC3CCCCC3)C(=O)C2=O)N(Cc2ccccc2)C1=O
  -3% | 1
- O=C(/C=C/[C@H]1O[C@@H](n2ccc(=O)[nH]c2=O)[C@H](O)[C@@H]1O)N1CCN(CCc2ccccc2)CC1
  6% | -2
- CC1(Cc2cccc(C(F)(F)F)c2)C(=O)Nc2ccc(-c3ccc(F)c(Cl)c3)cc21 (stereo not drawn)
  -2% | 2
- CCCCC[C@@H](C)N1C[C@H](COCc2ccccc2)Oc2cc(N3CCC[C@H]3CO)ccc2S1(=O)=O
  -12% | 0
- Nc1[nH]c(C(=O)c2ccccc2)c(-c2ccc(F)cc2)c1C(=O)NCc1ccccc1
  12% | -5
